Screens from PubChem.
ELG1 DNA repair – qHTS screen for small molecules that inhibit ELG1-dependent DNA repair in human embryonic kidney (HEK293T) cells expressing luciferase-tagged ELG1; HEK293T ELG1-luciferase reporter, luminescence, 16 h; DNA damage induced by 5-fluorouridine; Potency, µM (top dose mostly 46.1 µM), without a hit: at the top dose activity change, negative = inhibition, hits mostly inhibitors; 330,000 compounds, 2.3% hits; AID 504467, 2011; note: potency is the fitted concentration of half-maximal effect; % is set by controls: 0 for no effect and ±100 for the full control effect; nearly all actives have a fitted effect of over 55% in size
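Reporter activity after DNA damage by 5-fluorouridine is monitored. Compound-treated cells incubate 16 hr at 37 °C, then ONE-Glo is added for 30 min before luminescence reading.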
TSHR antag – Antagonists of the Thyroid Stimulating Hormone Receptor: HTS campaign | Thyrotropin receptor (Homo sapiens), P16473 | TSHR-expressing cells, TSH-stimulated cAMP HTRF, 2 h; stronger effect = lower value | activity change, negative = inhibition, % at 11.5 µM | 330,000 compounds, 0.2% hits | AID 504810, 2011;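 active = activity change below a set negative limit, meaning inhibition stronger than a set level, cut at about -70% in these data; inconclusive = activity change between two set negative limits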; note: % is set by controls: 0 for no effect and ±100 for the full control effect
Target sequence (P16473 whole entry, looked up): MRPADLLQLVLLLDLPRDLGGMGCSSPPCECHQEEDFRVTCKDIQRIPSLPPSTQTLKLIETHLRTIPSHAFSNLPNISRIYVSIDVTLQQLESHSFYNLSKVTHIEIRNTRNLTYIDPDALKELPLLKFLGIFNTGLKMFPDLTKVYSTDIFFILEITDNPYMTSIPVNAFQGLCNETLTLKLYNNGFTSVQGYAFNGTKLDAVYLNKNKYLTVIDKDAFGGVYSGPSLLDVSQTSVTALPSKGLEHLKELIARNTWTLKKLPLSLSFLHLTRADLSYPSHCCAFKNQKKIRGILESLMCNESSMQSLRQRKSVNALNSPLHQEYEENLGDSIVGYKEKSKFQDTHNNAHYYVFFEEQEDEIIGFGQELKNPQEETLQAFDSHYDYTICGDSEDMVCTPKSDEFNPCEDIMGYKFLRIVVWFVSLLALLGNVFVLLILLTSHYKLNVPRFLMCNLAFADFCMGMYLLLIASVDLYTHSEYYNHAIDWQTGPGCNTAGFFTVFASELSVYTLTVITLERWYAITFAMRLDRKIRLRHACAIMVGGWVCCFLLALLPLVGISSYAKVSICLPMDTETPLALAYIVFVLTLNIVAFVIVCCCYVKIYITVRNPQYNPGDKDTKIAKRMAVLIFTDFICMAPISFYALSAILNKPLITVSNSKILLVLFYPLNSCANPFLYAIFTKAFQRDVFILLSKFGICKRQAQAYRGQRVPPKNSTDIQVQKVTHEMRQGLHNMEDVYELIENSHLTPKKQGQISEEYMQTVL
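Antagonism was scored as loss of TSH-driven cAMP in TSHR cells, stimulated with 4nM TSH (EC80) for 2 hours at 37 deg C and detected by homogeneous HTRF competition immunoassay.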
Eya2 phos inh – qHTS Assay for Inhibitors of the Phosphatase Activity of Eya2 | Potency, µM (doses to about 76.9 µM), for the others: top-dose activity, negative = inhibition, usual class: inhibitors | recombinant Eya2, OMFP fluorescence dephosphorylation (OMFP is methylfluorescein phosphate) | AID 488837, 2010 | Protein phosphatase EYA2 (Homo sapiens), O00167 | 330,000 compounds, 0.006% hits; note: potency is the fitted concentration of half-maximal effect; % is set by controls: 0 for no effect and ±100 for the full control effect
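Eya2 (0.2 uM) preincubated 10 min at ambient with compound, then OMFP substrate added at 50 uM; 10 min reaction in 50 mM HEPES pH 7.5, 50 mM NaCl, 5 uM MgCl2, 0.05% BSA, 1 mM DTT. Fluorescence read at Ex 485/Em 525 nm.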
A-T KAP1 phos – qHTS Assay for Identifying a Potential Treatment of Ataxia-Telangiectasia | AID 485349, 2010 | […] A-T fibroblasts, KAP-1 phosphorylation AlphaLISA; neocarzinostatin DNA damage 30 min before lysis | Potency, µM (titrated, usually from 57.5 µM), for the others: at the highest dose activation, usual class: activators | 320,000 compounds, 0.19% hits; note: potency is the fitted concentration of half-maximal effect; % of control where 0% means no effect; nearly all actives have a fitted effect of over 45% in size
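ATM-like activity read as KAP-1 phosphorylation via AlphaLISA donor/acceptor antibody pairs after lysis and 6 hr at 25C. Cells were ATM-null patient fibroblasts ([…], hTERT), dosed 60 min, then exposed to the DSB inducer NCS for 30 min.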
Mito fusion yeast – qHTS Assay for Small Molecule Inhibitors of Mitochondrial Division or Activators of Mitochondrial Fusion. S. cerevisiae fusion-defective mutant growth rescue, CellTiterGlo 48 h. Potency, µM (highest dose often 46.1 µM), for inactives: top-dose growth rescue (activation), usual class: activators. 320,000 compounds, 0.23% hits. AID 485298, 2010;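 note: potency is the fitted concentration of half-maximal effect; % of control where 0% means no effect; nearly all actives have a fitted effect of over 45% in size; temperature-sensitive fusion mutants such as fzo1-1 at 37 °C on non-fermentable ethanol glycerol medium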
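Compounds are tested for their ability to restore growth of mitochondrial fusion-defective yeast strains at non-permissive 37C in YPEG medium over 48 hours. Viability is quantified by luciferase luminescence.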
Chronic BCR inh – qHTS Assay to Find Inhibitors of Chronic Active B-Cell Receptor Signaling | ABC-DLBCL IkBa-CBG/CBR reporter, luminescence ratio, 4 h | Potency, µM (highest dose often 46.1 µM), for inactives: at the top dose ratio change, negative = lower green/red ratio, actives largely listed as inhibitors | 340,000 compounds, 0.05% hits | AID 493014, 2011; active = well fitted inhibition curve with a large enough effect in the signal ratio, with a control signal flat, not every such curve was filed as active; inconclusive = small, poorly fitted or top-dose-only effect, or effect the other way, or a change in a side signal; the % refers to the signal ratio;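 note: potency is the fitted concentration of half-maximal effect; plate controls were basal doxycycline-induced cells for no effect and cells given 10 µM MG132 for full effect; MG132 reads +100%, hits lower the ratio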
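Compounds up to 46 uM were incubated four hours with TMD8 cells whose green CBG68 luciferase is fused to IkappaBalpha; red CBR luminescence normalised the signal, and concentration-effect curves were fitted to fusion, red and ratio data.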
S-ASM inh – Inhibitors of Secretory Acid Sphingomyelinase (S-ASM): qHTS | Sphingomyelin phosphodiesterase (Homo sapiens), P17405 | placental ASM, HMU-PC fluorogenic substrate, 60 min | Potency, µM (titrated, usually from 57.5 µM), without a hit: top-dose activity change, negative = inhibition, most hits filed as inhibitors | 340,000 compounds, 0.006% hits; note: potency is the fitted concentration of half-maximal effect
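Fluorescence read-out (Ex 386 nm, Em 447 nm) after stopping the reaction at pH 10. Enzyme: ASM from human placenta; substrate HMU-PC0, 9 uM final; 60 min, 37 °C. Compound preincubation 10 min, ambient temperature.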
PTAP TSG101 blk – qHTS Assay for Iinhibitors of HIV-1 Budding by Blocking the Interaction of PTAP/TSG101 | Potency, µM (doses to about 115 µM), without a hit: at the top dose activity change, negative = inhibition, usual class: inhibitors | 340,000 tested, under 10 active | Tumor susceptibility gene 101 protein (Homo sapiens), Q99816 | Fluorescence polarization, FITC-PTAP peptide / Tsg101 binding | AID 493005, 2010; active = well fitted inhibition curve with a large enough effect in the main read-out, with a control signal flat, not every such curve was filed as active; inconclusive = small, poorly fitted or top-dose-only effect, or effect the other way, or a change in a side signal; inactive = no such curve, though single readings can be large or run the other way; note: potency is the fitted concentration of half-maximal effect; % of control where 0% means no effect
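Compounds were pin-transferred onto Tsg101 binding domain (10 uM final) in HEPES pH 7.5 buffer, then FITC-PTAP peptide was added at 50 nM final. After 20 min at RT, polarization reported peptide displacement across a qHTS concentration series.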
Tb PFK inh – qHTS Assay to Find Inhibitors of T. brucei phosphofructokinase; T. brucei PFK, ADP-Glo luminescence; 330,000 compounds, 0.17% hits; AID 485367, 2010; Potency, µM (highest dose often 57.5 µM), for inactives: at the highest dose activity, negative = inhibition, hits mostly inhibitors; ATP-dependent 6-phosphofructokinase (Trypanosoma brucei brucei), O15648;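 note: potency is the fitted concentration of half-maximal effect; 0% = uninhibited 1x PFK enzyme wells and -100% = no-enzyme wells; nearly all actives have a fitted effect of over 60% in size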
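ADP-Glo luminescence quantified ADP after 45 min at room temperature, with 1.25 nM T. brucei PFK, 0.1 mM ATP and 0.5 mM fructose-6-phosphate in pH 8.0 TEA buffer. qHTS titrations up to 57 µM; curves classified by quality.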
Integrin act MD – qHTS for Activators of Integrin-Mediated Alleviation for Muscular Dystrophy; 350,000 compounds, 0.064% hits; alpha7betagal myoblasts, beta-gal FDG fluorescence, 48 h; Potency, µM (highest dose often 38.3 µM), without a hit: at the top dose activation, actives largely listed as activators; AID 624291, 2012;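 note: potency is the fitted concentration of half-maximal effect; 100% = response of the positive control SU9516; nearly all actives have a fitted effect of over 60% in size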
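Alpha7betagal+/- myoblasts (passage 13) were plated 16-24 hr, then exposed to compounds (1:260 dilution of DMSO stock) for 48 hours at 37C. After MPER lysis, β-galactosidase reporter activity was read as FDG fluorescence (ex 480/em 540) after 30 minutes.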
TCR act – Activators of T cell receptors: qHTS campaign; 330,000 tested, under 10 active; primary human leukocytes, anti-CD3, IL-2 HTRF, 48 h; Potency, µM (doses to about 9.22 µM), for the others: at the top dose activation of IL-2 secretion, hits mostly activators; note: % of control where 0% means no effect
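IL-2 produced over 48 hr by a-CD3 bead-stimulated primary human leukocytes exposed to compounds was detected with a homogeneous time-resolved FRET immunoassay, 665nm acceptor signal after 320nm excitation.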
Starred values were filed as active, the others as inactive; i = inactive; u = inconclusive; x = no result given; [ ] = another dose, or the depositor's remark. Unless noted, calls come from the whole dose curve; as a rule, active = well fitted curve in the direction sought with a large enough effect; inconclusive = small, poorly fitted or top-dose-only effect, or another doubt; inactive = no such curve, though single readings can be large; an effect the other way counts as inactive or inconclusive. Not a hit list, and some 3.2% of all compounds hit somewhere here.

SMILES	ELG1 DNA repair	TSHR antag	Eya2 phos inh	A-T KAP1 phos	Mito fusion yeast	Chronic BCR inh	S-ASM inh	PTAP TSG101 blk	Tb PFK inh	Integrin act MD	TCR act
CC1CCC2CCCCC2N1C(=O)c1cc([N+](=O)[O-])cc([N+](=O)[O-])c1 (configuration not stated)	-1%	20	6%	4%	-28%	u	0%	-2%	-24%	11%	-3%
COC(=O)C1CN(C(=O)COc2ccc(C)c(C)c2)c2ccccc2O1 (configuration not stated)	-12%	-5	-5%	-23%	2%	u	-1%	-4%	-2%	-21%	-1%
Cn1cc(C(=O)NS(=O)(=O)Nc2ccc(Br)cc2)c2ccccc21	15%	-6	4%	-5%	-1%	0%	3%	-4%	0%	-11%	-8%
O=C(COC(=O)c1ccco1)Nc1cccc(Br)c1	2%	4	11%	0%	3%	9%	2%	-2%	-6%	10%	-4%
Cc1ccc(Nc2nc(N3CCN(C)CC3)nc(N)c2[N+](=O)[O-])cc1C	8.2µM*	14	-9%	-3%	-4%	-6%	x	x	-7%	x	0%[46.1 µM]
COc1ccccc1NC(=O)CSc1nccn1Cc1ccccc1	14%	31	-1%	4%	-5%	-10%	-1%	2%	3%	-5%	5%
CO/N=C1\CCCc2c(C(=O)NN)sc(SC)c21	u	-6	-14%	-5%	9%	-18%	19%	-2%	-5%	-23%	2%
CCN(CC)CCCN(Cc1cc2ccc(C)c(C)c2[nH]c1=O)C(=O)NC1CCCCC1	-2%	9	4%	-6%	1%	0%	-1%	-12%	2%	-53%[inhibitor]	-3%
CCCC1=C(C(=O)OCC)C(c2cccnc2)n2nc(C)nc2N1 (configuration not stated)	3%	15	-24%	25%	-5%	2%	2%	-1%	-4%	-5%	-2%
Cc1ccc(-c2nn3c(C)nnc3c3ccccc23)cc1S(=O)(=O)N1CCN(CCO)CC1	u	7	-2%	16%	0%	u	5%	-4%	2%	-4%[7.66 µM]	1%
Cc1ccc(-n2c(-c3ccco3)n[nH]c2=S)cc1	6%	8	-4%	-8%	0%	15%	3%	-2%	-15%	3%	x
O=C(Cn1nnc(-c2ccccc2)n1)Nc1cccc(S(=O)(=O)N2CCCC2)c1	-9%	-5	-8%	10%	0%	u	-3%	1%	-5%	0%	3%
CNc1ccccc1C(C)(C)c1cc(-c2cccc(OC)c2)no1	1.5µM*	-13	9%	27%	14%	0%	-1%	2%	8%	-50%[inhibitor]	1%
CS(=O)(=O)c1ccc(C(=O)NCc2ccccc2F)cc1	u	-2	-5%	7%	10%	2%	4%	0%	4%	14%	0%
COc1ccc(CN(C)C(=O)Cn2ccc(N)nc2=O)cc1OC	26%	-26	-4%	-8%	-9%	-1%	4%	1%	1%	-12%	-3%
Cc1cccn2c(=O)c(/C=C(\C#N)S(=O)(=O)c3ccccc3)c(N3CCC(C(N)=O)CC3)nc12	u	-6	18%	2%	-2%	u	-6%	-5%	-2%	12%	-16%
O=S(=O)(Nc1ccc(C(F)(F)F)cc1)c1cnc[nH]1	1%	2	5%	9%	-1%	7%	0%	-1%	-1%	13%	4%
O=C(c1cccs1)N1CCN(C2CCCCC2)CC1	-6%	3	8%	0%	0%	-3%	1%	-1%	-2%	9%	1%
COC(=O)Cn1c(=O)c2c(nc3n2CC(C)CN3Cc2ccccc2)n(C)c1=O (configuration not stated)	-14%	48	-3%	9%	-6%	u	6%	0%	-18%	u	9%
COc1ccc(S(=O)(=O)N2CCOCC2)cc1NC(=O)Cc1ccccc1Cl	12%	9	0%	1%	-1%	0%	-3%	-3%	5%	-23%	15%[46.1 µM]
CCS(=O)(=O)c1ccc2oc(Nc3ccc(OC)cc3)nc2c1	14%	8	u	1%	-7%	u	-3%	-5%	-1%	17%	1%
COc1ccc(NC(=O)C2CCCN2c2nn3c(=O)cc(C)nc3s2)cc1 (configuration not stated)	13%	-7	-27%	0%	2%	0%	5%	-8%	-2%	-9%	11%
COc1ccccc1NC(=S)N(Cc1cccs1)C1CCCC1	u	-2	4%	0%	-7%	0%	-4%	2%	1%	2%	-31%
CC(CCOC1=NS(=O)(=O)c2ccccc21)NC(=O)C(=O)Nc1ccccc1 (configuration not stated)	u	14	-11%	-1%	-4%	u	1%	-2%	0%	8%	-3%
Cc1nn(-c2ncc(C(F)(F)F)cc2Cl)c(=O)n1-c1cccc(Cl)c1	u	26	5%	2%	-1%	u	-2%	-1%	1%	-7%	-1%
O=S(=O)(NCc1ccc(Cl)cc1Cl)c1ccc(N2CCOCC2)nc1	0%	53	3%	-5%	4%	-20%	0%	-3%	0%	-13%	-5%
CCc1ccc(C2CC(c3ccccc3C)n3nc(N)nc3N2)cc1 (configuration not stated)	23%	5	-7%	9%	-7%	-1%	2%	-3%	1%	8%	2%[46.1 µM]
C#CCOc1ccc(CNC[C@H]2O[C@@H](n3cnc4c(N)ncnc43)[C@H](O)[C@@H]2O)cc1	26%	4	2%	6%	x	-7%	-1%	2%	2%	20%	-3%
CCOC(=O)C1CCCN(CC(O)COCc2ccc3c(c2)OCO3)C1 (configuration not stated)	-9%	-2	-4%	9%	0%	-5%	5%	-5%	2%	-44%[inhibitor]	-4%
CN(C(=O)CSc1nnc(-c2cccs2)n1N)c1ccccc1	0%	x	-19%	17%	x	3%	2%	-2%	-10%	5%	x
Cc1ccc(Nc2nc(CSc3nnc(-c4ccncc4)n3-c3ccccc3C)cs2)cc1	u	-25	-4%	1%	8%	u	-14%	0%	-6%	-17%	4%[46.1 µM]
Cc1cccc(C(=O)NNC(=O)CCn2nnc3ccccc32)c1	-3%	3	-14%	9%	-1%	0%	-2%	-5%	-4%	u	-4%
NC(=S)N/N=C/c1ccc(-c2ccc([N+](=O)[O-])cc2)o1	-9%	-9	7%	-6%	-3%	u	-3%	0%	-1%	-42%[inhibitor]	-2%
CCN(CC)CCCOc1nc(C)nc2c1oc1ccccc12	10%	7	0%	2%	8%	2%	2%	-5%	2%	3%	1%
Cn1c(=O)c2c(ncn2CC(=O)N/N=C/c2ccco2)n(C)c1=O	5%	2	1%	1%	-2%	u	1%	-9%	0%	20%	6%[46.1 µM]
CCCOc1ccc(-c2nnc(-c3ccco3)o2)cc1	u	21	-6%	17%	-1%	u	-2%	0%	0%	0%	3%
O=C(Nc1ccc(Cl)cc1)c1csc(-c2ccccc2)n1	u	-1	18%	18µM*	16%	u	-16%	0%	-4%	16%	-7%
CCOC(=O)c1cc2c(=O)n3ccccc3nc2n(CC2CCCO2)c1=NC(C)=O (configuration not stated)	-28%	2	3%	1%	-1%	9%	i	-2%	-6%	18%	-1%
O=C(CSc1nc(Nc2ccccc2)nc(N2CCOCC2)n1)N1CCCC1	u	-9	2%	3%	-7%	u	2%	4%	-1%	14%	-1%
O=S(=O)(NCc1cccnc1)c1ccc(Cl)cc1	-16%	17	5%	18%	2%	1%	6%	-2%	2%	u	2%
CCOc1ccc(N2C(=O)C3Sc4[nH]c(=O)sc4C(c4ccc(OC)c(OC)c4)C3C2=O)cc1 (configuration not stated)	-6%	-13	-2%	-14%	-2%	-4%	6%	0%	3%	1%	2%
CC(=O)N1c2ccccc2N2C(c3c(C)c(C)cc(C)c3C)=NON12	u	-4	-6%	-1%	24%	6%	-5%	1%	-3%	-8%	-2%
